High-throughput results deposited in PubChem BioAssay by several laboratories.
CDK5 p35 inh – blocks human CDK5/p35 kinase activity; Recombinant CDK5/p35, ADP-Glo luminescence, 60 min; inhibition, % at 10 µM; 330,000 tested, 0.01% active;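 active = highest replicate inhibition of at least 50% and at least 75% of replicates reaching 50%; inconclusive = only one of the two criteria met; inactive = both criteria failed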;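 note: plate controls were DMSO neutral control for no effect and GW8510 at 10 µM for full effect; many of its hits are not listed in these tables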
PvdQ acylase – P. aeruginosa PvdQ acylase inhibition; purified PvdQ acylase, fluorescence plate reader; inhibition, % at 10 µM; 340,000 tested, 0.063% active; AID 488965; in the data active = inhibition above about 30%, passing the limit was not always enough; inconclusive = no clear call, values can overlap the other calls;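 note: 0% = vehicle neutral wells and 100% = reference inhibitor wells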
HTR5A ag ctr – activates human HTR5A in OPRM1-OPRD1 agonist counter-screen; AID 504692; activation, % at 9.3 µM; HTR5A agonist assay, luminescence, cell-based; 340,000 tested, 0.61% active; in the data active = activation mostly above about 9.5%, no sharp cut-off; inactive = mostly below about 7.6%;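 note: 0% = cells with vehicle only and 100% = reference agonist; strong numbers were not always called active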
MITF TRPM1 HTS – increases MITF-driven TRPM1 promoter luciferase signal; AID 588334; activation, % at 12.5 µM; SK-MEL-5 TRPM1-promoter luciferase, 24 h; % of positive control, neutral wells = 0; 300,000 tested, 0.75% active;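 active = mean activation of at least 80% with every replicate also reaching 80%; inconclusive = mean reaches 80% but some replicate falls short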;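 note: 0% = neutral control wells and 100% = parthenolide positive control wells; values of inactives mirror those of a sister screen read the other way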
NSD2 HMT inh – inhibitors of human histone methyltransferase NSD2; 310,000 tested, 0.54% active; O96028; inhibition, % at 12.5 µM; AID 743445; NSD2 peptide methylation, AlphaScreen, 120 min; in the data active = inhibition above about 50%
dFosB activator – activators of mouse delta FosB homodimer; P13346; AID 493131; 340,000 tested, 0.99% active; purified delta FosB, TAMRA-CDK5 oligo fluorescence polarization; percent of positive-control signal above neutral wells; activation, % at 25 µM;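 active = mean activation above about 17%, with every replicate also reaching it, limit read from the data, passing the limit was not always enough; inconclusive = only one of the two conditions met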;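 note: fluorescence polarization rise as delta FosB binds a TAMRA Cdk5 AP-1 oligo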
Target sequence (P13346 whole entry, looked up): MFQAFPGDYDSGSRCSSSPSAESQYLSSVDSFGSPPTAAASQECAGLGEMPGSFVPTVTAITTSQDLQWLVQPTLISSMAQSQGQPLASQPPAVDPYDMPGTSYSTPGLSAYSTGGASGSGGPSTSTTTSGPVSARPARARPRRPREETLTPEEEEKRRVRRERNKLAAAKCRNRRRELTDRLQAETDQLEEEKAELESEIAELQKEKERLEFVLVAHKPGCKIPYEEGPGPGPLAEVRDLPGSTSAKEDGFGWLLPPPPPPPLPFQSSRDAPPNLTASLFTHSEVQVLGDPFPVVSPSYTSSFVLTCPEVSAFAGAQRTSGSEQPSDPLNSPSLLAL
V-ATPase pHluor – regulators of yeast V-ATPase proton transport; response, % at 10 µM; 350,000 tested, 0.37% active; S. cerevisiae, pHLuorin cytosolic pH fluorescence; AID 504577; in the data active = response mostly above about 7.3%, no sharp cut-off; inactive = mostly below about 5.4%; note: actives read high; inactives centre near 0; some compounds called inactive have numbers as strong as hits; reference of the scale not given here
HTR5A inv ctr – inverse agonist of human HTR5A in OPRM1-OPRD1 counter-screen | P47898 | HTR5A cell line, luminescence, inverse agonism | inhibition, % at 9.3 µM | 340,000 tested, 0.083% active | AID 504634; in the data active = inhibition mostly above about 23%, no sharp cut-off; inactive = mostly below about 18%;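 note: 0% = cells with DMSO and 100% = no-cell wells with DMSO; some compounds called inactive have numbers as strong as hits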
Wnt bcat act – Wnt/beta-catenin pathway activation; Wnt/beta-catenin reporter cell assay, activator, plate reader; activation, % at 9.35 µM; 300,000 tested, 1.2% active; in the data active = activation above about 30%, passing the limit was not always enough; inconclusive = no clear call, values can overlap the other calls;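 note: 0% = neutral control wells and 100% = positive control wells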
SR-BI DiI inh – inhibitors of mouse SR-BI mediated HDL lipid uptake. Q61009. ldlA[mSR-BI] CHO cells, DiI-HDL uptake fluorescence, 3 h. inhibition, % at 12.5 µM. 320,000 tested, 0.96% active;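 active = mean replicate inhibition of at least 70% and a set share of replicates each scoring 70 or more; inconclusive = meets just one of the two criteria; inactive = fails both criteria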;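 note: 0% = median of neutral control wells and 100% = median of positive control wells; values of inactives mirror those of a sister screen read the other way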
Target sequence (Q61009 whole entry, looked up): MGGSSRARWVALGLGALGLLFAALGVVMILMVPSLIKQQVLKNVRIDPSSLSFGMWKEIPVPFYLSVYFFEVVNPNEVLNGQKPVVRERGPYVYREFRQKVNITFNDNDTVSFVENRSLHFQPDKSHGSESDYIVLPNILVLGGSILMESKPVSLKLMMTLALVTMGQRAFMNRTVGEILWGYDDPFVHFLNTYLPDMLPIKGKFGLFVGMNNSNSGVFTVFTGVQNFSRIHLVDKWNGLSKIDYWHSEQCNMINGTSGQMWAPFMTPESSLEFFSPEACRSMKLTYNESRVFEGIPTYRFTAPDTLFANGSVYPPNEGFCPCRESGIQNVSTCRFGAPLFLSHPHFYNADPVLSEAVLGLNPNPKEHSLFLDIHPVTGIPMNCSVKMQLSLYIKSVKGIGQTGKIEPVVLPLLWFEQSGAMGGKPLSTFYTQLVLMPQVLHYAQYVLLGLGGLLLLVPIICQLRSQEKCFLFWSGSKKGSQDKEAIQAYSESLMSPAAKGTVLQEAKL
The depositor's hits bear a star; ? = inconclusive; / = not tested or not shown.

smiles	CDK5 p35 inh	PvdQ acylase	HTR5A ag ctr	MITF TRPM1 HTS	NSD2 HMT inh	dFosB activator	V-ATPase pHluor	HTR5A inv ctr	Wnt bcat act	SR-BI DiI inh
CCCC(=O)Nc1cc(C)c(NC(=O)c2ccccn2)cn1	3.0	11	2	20	-3	0	-2	-10	5	12
COc1ccc(-c2cc(=O)c3ccccc3[nH]2)cc1	0.8	-9	-3	10	/	-15	0	-14	7	-16
CN1C(=S)SC(/[N+]([O-])=C\c2ccccc2F)C1(C)C (stereo not drawn)	-6.1	-3	-4	-3	0	-4	10	-16	-2	-11
C[N+]1(CCOc2ccc([N+](=O)[O-])cc2)CCOCC1	-0.8	4	3	7	0	-5	2	-9	0	7
CC(Sc1ccc(S(=O)(=O)N2CCN(C)CC2)cn1)C(=O)Nc1cccc(Cl)c1Cl (stereo not drawn)	0.7	1	0	-7	2	-9	2	2	-3	2
Cc1ccc(CN(Cc2cc3cc4c(cc3[nH]c2=O)OCCO4)Cc2nnnn2Cc2ccco2)cc1	0.9	17	-2	7	1	-21	-4	-22	/	0
O=C(NN1C(=O)/C(=C\c2cccnc2)SC1=S)C(c1ccccc1)c1ccccc1	0.0	14	9	3	2	-3	-1	-17	-2	1
O=C(CSc1nc2c(cnn2-c2ccccc2)c(=O)[nH]1)NCC1CCCO1 (stereo not drawn)	-5.4	-6	3	6	-2	-2	2	-12	1	-9
CCN(CC)c1ccc(C(=O)OCC(=O)Nc2ccc3[nH]c(=O)[nH]c3c2)cc1	0.0	-9	6	-10	-2	-2	-2	2	4	3
CC(CCN1CCOCC1)c1ccccc1 (stereo not drawn)	-0.3	-12	-1	21	-1	-8	0	5	1	23
O=C1c2ccccc2C(=O)N1CCC(c1ccc(F)cc1)c1ccco1 (stereo not drawn)	0.3	-16	0	0	119*	-8	3	11	/	23
Cc1cccc(N(C(=O)c2sc(C)nc2C)C(C(=O)NCC2CCCO2)c2ccccc2)c1 (stereo not drawn)	-1.1	-14	1	0	2	-8	3	12	3	-7
CC(c1ccco1)N(C(=O)COc1ccccc1[N+](=O)[O-])c1ccccn1 (stereo not drawn)	1.1	-10	-7	7	-3	2	-2	16	0	-15
CCNc1nc(NCC)nc(N/N=C/c2ccc(O)c(OC)c2)n1	-0.8	5	2	-5	7	-2	-4	-15	-4	-29
COC(=O)c1cc(NC(=O)c2c(F)c(F)c(F)c(F)c2F)cc(C(=O)OC)c1	-1.7	-17	7	-3	-5	-14	0	-3	-4	10
N#Cc1ccc(/C=C2\CCn3c2nc2cc(C(=O)O)ccc2c3=O)cc1	1.2	-13	-2	3	-1	-28	6	-10	0	/
CC(C)c1ccc(NC2CCCN(C(=O)CCN3CCCCC3=O)C2)cc1 (stereo not drawn)	-0.4	10	0	2	-1	-5	-1	12	-2	-5
COc1cc(C#N)ccc1OC(=O)C1CCN(C(=O)c2ccc(F)cc2)CC1	-0.7	-4	-8	1	0	-8	-1	20	-2	-10
CC1CCN(C(=O)c2nc[nH]c2C(=O)OCCNC(=O)OC(C)(C)C)CC1	-1.6	3	2	-12	/	5	-4	-7	2	-39
CN1C(C)(C)CC(NC(=O)CCC(=O)NC2CC(C)(C)N(C)C(C)(C)C2)CC1(C)C	0.0	8	2	10	-1	3	6	-5	/	-20
Cc1cccc(-c2noc(-c3ccno3)n2)c1	-0.9	-15	8	45	0	2	1	18	8	-12
Nc1nc(SCC(=O)Nc2ccc(Br)cc2F)n[nH]1	-2.8	-5	1	10	0	-1	5	-3	/	-8
Cc1ccc(S(=O)(=O)NCCSC(C)(C)C)cc1	-1.0	6	7	/	0	-1	-1	-29	1	-17
CCCCCCCCNc1ncnc2ccccc12	-1.6	-11	7	-3	-3	-10	3	3	/	-31
COc1ccc(S(=O)(=O)Nc2cccc(-n3cnnn3)c2)cc1	/	-7	4	-16	6	-8	-3	-30	-3	-3
COc1ccc(C2=CSC3=NCCN23)cc1[N+](=O)[O-]	-7.7	-44	2	-8	2	-7	-1	-8	1	8
Cc1cc(NC(=O)CSc2nnnn2C2CCCC2)no1	-0.5	-11	8	-5	/	-2	-1	4	/	9
Cc1ccc(C(=O)COc2nc(C)nc3ccccc23)cc1	2.2	-9	0	1	-3	-2	10	17	-1	-17
O=C(NC1CCSC1=O)c1ccccc1 (stereo not drawn)	-2.6	-18	-4	/	2	-7	2	12	0	-12
COc1cccc(/C=N/NC(=O)c2ccc(N(C)S(=O)(=O)c3ccccc3)cc2)c1OC	0.6	9	4	-5	5	-3	-2	12	/	83*
CN(C)c1cc(-c2cccc([N+](=O)[O-])c2)oc(=O)c1Cl	2.7	3	-2	/	-2	9	9	5	2	-12
CC(C)(C)NS(=O)(=O)c1ccc(CCC(=O)Nc2ccc3c(c2)OCCO3)cc1	-1.2	2	6	-5	-1	-4	-4	7	/	0
O=C1CN(C(=O)c2ccc(Br)o2)C(c2ccccc2)c2cc(F)ccc2N1 (stereo not drawn)	-0.1	-18	4	/	/	-4	0	-17	-3	-5
CC(=O)Nc1c(Cl)cc2c(c1Cl)Cc1cc(C#N)ccc1-2	-1.4	-3	3	-18	-7	-10	3	-10	-2	46
CCC(=O)Nc1ccccc1C(=O)OCC(=O)c1ccccc1	-1.1	-12	-3	66	-3	-14	6	-14	/	19
c1csc(C(c2nnnn2C2CCCC2)N2CCOCC2)c1 (stereo not drawn)	0.1	3	-3	13	19	7	-1	-52	/	13
CCC(=O)N/C(N)=N/c1nc(C)c2cc(OC)ccc2n1	0.0	-17	-2	68	/	-1	0	17	/	-7
CCC(C)c1ccc(NC(=S)NCCn2cc(Br)cn2)cc1 (stereo not drawn)	-0.1	-8	0	8	1	-21	0	-12	2	-14
O=C(NC(NC(=O)c1ccccc1)C(=O)c1ccccc1)c1ccccc1	-0.3	-10	-1	7	2	10	-2	3	/	-14
Cc1ccc2c(c1)cc(CN(CCc1ccccc1)C(=O)N1CCOCC1)c1nnnn12	-2.0	-7	0	/	0	-7	4	-7	-1	12
FC(F)(F)c1ccc(C2Nc3cccc4cccc(c34)N2)cc1	1.6	1	4	-13	7	-2	3	-11	2	42
Cc1ccc(C(=O)N/N=C/c2ccc(-c3ccccc3[N+](=O)[O-])o2)cn1	-0.4	-1	1	-11	3	2	11	-20	9	4
Cc1c(Cl)cnc(NC(=O)COC(=O)C2CC3CCCC(C2)C3=O)c1Cl (stereo not drawn)	-0.1	-16	3	6	9	-3	-3	-7	4	0
COc1ccc(S(=O)(=O)Nc2cc(Cl)ccc2-n2cncn2)cc1	0.3	1	8	-4	-1	0	-2	-21	0	6
Cc1ccc(NC(=O)c2ncn(CCCNCC(C)c3ccccc3)n2)cc1C (stereo not drawn)	0.6	-5	-1	4	/	-3	-1	3	0	1
COc1ccc(C(=S)N2CCN(C)CC2)cc1Br	1.0	5	-5	7	4	-11	8.0*	20	/	-22
CC(C)CC1C2C(=O)N(c3ccccc3)C(=O)C2ON1c1ccccc1 (stereo not drawn)	0.8	0	1	0	-1	-8	0	-15	-2	-5
CC(C)(C)c1ccc(S(=O)(=O)NCC(=O)Nc2sc3c(c2C(N)=O)CCCC3)cc1	-0.1	-11	-2	1	1	-7	3	6	/	11
COc1ccc(CCNC(=O)CSc2nnnn2-c2ccccc2OC)cc1OC	0.6	-2	5	-11	/	-4	-5	-13	-1	23
Cc1ccnc(NC(=O)CSc2ccc3c(c2)OCCO3)c1	1.0	-9	3	66	-2	5	-3	-8	19	-3

The results go on:
smiles	CDK5 p35 inh	PvdQ acylase	HTR5A ag ctr	MITF TRPM1 HTS	NSD2 HMT inh	dFosB activator	V-ATPase pHluor	HTR5A inv ctr	Wnt bcat act	SR-BI DiI inh
Cc1ccccc1C(=O)Oc1ccc(Cl)cc1C(=S)N1CCOCC1	3.3	6	2	-4	/	-4	0	11	-4	12
COc1ccc(C(=O)N2CCOC2CNC(=O)C(=O)NCCc2ccc(OC)c(OC)c2)cc1 (stereo not drawn)	1.5	7	-1	0	1	-4	4	17	0	18
Cc1cnn(CCC(=O)NNC(=S)Nc2ccccc2)c1	-0.4	-9	-2	4	3	-1	0	-5	/	-8
COc1ccccc1C(CC(=O)O)c1ccc2c(c1)OCO2 (stereo not drawn)	0.8	-20	1	6	-3	3	-2	-23	3	-3
CN(C)C(=O)c1cc(C(=O)c2ccc(F)cc2Cl)c[nH]1	1.1	2	-2	27	-4	-8	-3	7	10	1
Fc1ccccc1NC(=S)Nc1ccc(Br)cc1	/	12	1	37	2	3	11	-5	?	-17
CSC1=NCCN1C(=O)C(C)Oc1ccccc1 (stereo not drawn)	0.2	-8	0	1	/	-14	-1	0	-3	/
Cc1occc1C(=O)Nc1cc(S(=O)(=O)N2CCOCC2)ccc1OC(C)C	-0.2	14	-1	12	0	-11	4	-2	-4	-27
CC(=O)Nc1nnc(SCC(=O)N2CCN(Cc3ccccc3)CC2)s1	0.3	-11	2	/	-4	-2	2	18	0	-2
COc1ccccc1C(=O)N1C(CC(=O)Nc2ccc(C)c(C)c2)C(=O)NC2CCCCC21 (stereo not drawn)	0.8	0	0	-17	-11	-9	0	11	3	-28
N#Cc1ccc(OCC(=O)Nc2nc(-c3ccncc3)cs2)cc1	-1.4	9	-2	0	0	-2	0	17	1	0
O=C([C@H](O)c1ccccc1)N1CCC[C@H]1CO	0.9	2	-1	9	0	3	6	2	-3	2
CCN1CCN(C(CNS(=O)(=O)c2ccc(OC)c(C)c2)c2cccnc2)CC1 (stereo not drawn)	2.2	-17	1	0	1	1	1	-4	-6	6
CCC(=O)Nc1cccc(-c2cnc3ccccc3n2)c1	-1.1	4	8	/	3	-30	-7	6	/	12
O=[N+]([O-])c1ccc(NN=Cc2ccc(O)cc2)nc1	2.0	11	-5	44	-5	5	2	20	67*	35
O=C(CCNS(=O)(=O)c1cccc2nsnc12)NCCC1=CCCCC1	-1.8	-2	-5	-5	14	2	0	-9	-3	7
CCOC(=O)/C(C#N)=C/c1c(N2CCN(Cc3ccc4c(c3)OCO4)CC2)nc2c(C)cccn2c1=O	3.2	16	/	/	-4	-6	-2	/	-2	11
Cc1ccc(S(=O)(=O)Nc2cccc(S(=O)(=O)N3CCCC3)c2)cc1C	0.0	-5	0	6	1	-5	1	24	0	-11
COc1ccc(C(C(=O)NC2CCCC2)N(C(=O)c2ccco2)c2cc3c(cc2C(C)=O)OCO3)cc1OC (stereo not drawn)	9.7	8	-6	-1	-1	-1	5	2	-1	9
CN(C(=O)COC(=O)CNC(=O)C12CC3CC(CC(C3)C1)C2)C1CCS(=O)(=O)C1 (stereo not drawn)	0.5	13	-2	-11	-3	1	-8	-36	-2	-17
Cc1cc(C)n2nc(C(=O)Nc3nnc(C4CC4)s3)nc2n1	1.0	7	-1	0	-5	-9	4	-11	/	5
O=c1oc2ccccc2c2c1nnn2CCO	-0.2	-5	2	1	/	-2	-2	0	0	-11
Cc1onc(-c2ccccc2Cl)c1C(=O)Nc1nnc(Cc2ccc(Cl)cc2)s1	0.7	-21	-5	-6	/	-18	1	12	/	7
